Compound activity deposited in PubChem BioAssay by Broad Institute.
PAX8 inh HTS = lowers PAX8-driven luciferase in RMG-I cells. AID 652154. RMG-I TPO-luciferase reporter, SteadyGlo, 24 h. inhibition, % at 12.6 µM. hit rate 1.2% among 360,000;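 active = mean replicate inhibition at least 60% with every replicate also reaching 60%; inconclusive = only one of the two criteria is met; inactive = mean below 60% and not all replicates reaching 60%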;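 also: luciferase light reporting Pax8 driven TPO promoter activity; plate controls were median of neutral control wells for no effect and mitoxantrone controls for full effect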
F508del corr = correctors of CFTR F508del function in bronchial epithelial cells | CFBE cells, YFP halide quenching; stimulated with forskolin plus potentiator P3; % fluorescence drop versus neutral controls | hit rate 0.36% among 350,000 | activity (quench increase), % at 7.58 µM | AID 720511;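 active = mean added fluorescence quench of at least 8% versus neutral control, with both replicates also reaching 8%; inconclusive = only one of the mean or replicate conditions met; inactive = mean below 8% and not both replicates reaching 8%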;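 also: cells transiently co-express mutant CFTR-F508del with the halide-sensitive YFP; corrector assay measuring rescue of mutant channel to the surface after 24 h compound exposure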
miR-122 sensor = inhibitors of miR-122 in Huh7 cells. Huh7 miR-122 Renilla luciferase sensor, 48 h; neutral wells = 0, positive control = 100. activation (reporter increase), % at 12.5 µM. hit rate 0.3% among 340,000. AID 602342;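 active = mean replicate activation score at least 90 and every replicate individually at or above 90; inconclusive = only one of the two criteria met; inactive = neither criterion met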;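 also: higher luciferase means less miR-122 activity so hits act as miR-122 inhibitors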
GSIS activator = primary screen for activators of insulin secretion dependent on glucose, INS-1E cells, GLuc reporter luminescence. INS-1E GLuc reporter insulin secretion, 2-3 h. activation, % at 16.6 µM. hit rate 0.61% among 370,000. AID 743287;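 active = lowest replicate activation of at least 40%, so every replicate reaches that level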;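 also: 0% = median of neutral control wells and 100% = median of IBMX positive control wells; some compounds called inactive have numbers as strong as hits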
FN deposition inh = fibronectin deposition inhibition. AH1F fibroblasts, Alexa488-fibronectin deposition fluorescence, overnight. inhibition, % at 12.6 µM. hit rate 0.086% among 350,000. AID 743247;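 active = mean inhibition across replicates of 30% or more, regardless of how many single replicates reach that level; inconclusive = mean under 30% yet at least half of replicates reach 30%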;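 also: positive control wells lacked labelled fibronectin entirely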
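test system = AH1F fibroblasts assembling fluorescent fibronectin matrix | quantity = 10000 AH1F cells per well | buffer or medium = DMEM plus 2% serum, read in PBS | doses = single dose, pinned | incubation = 1 h cell attachment, overnight exposure to compound and label | detection = fluorescence at 485 nm excitation, 525 nm emission | read-out basis = inhibition from reduced deposited-fibronectin fluorescence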
EWS-Fli inh = inhibitors of EWS/Fli oncoprotein transcriptional activity; A673 NR0B1-luciferase reporter, viability-normalised; hit rate 0.67% among 350,000; inhibition, % at 12.6 µM; AID 651661;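 active = mean inhibition of at least 50% after viability correction, with every replicate also passing that limit; inconclusive = mean reaches 50% but only one of two replicates passes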;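 also: firefly luciferase signal divided by Alamar Blue viability fluorescence both relative to DMSO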
DENV2 CPE = protects cells from dengue virus 2 cytopathic effect. DENV2-infected cells, cytopathic effect rescue, plate reader. CPE inhibition, % at 9.99 µM. hit rate 1.7% among 350,000; in the data active = CPE inhibition above about 20%, passing the limit was not always enough; inconclusive = no clear call, values can overlap the other calls; tested in BHK-21 cells;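 also: 0% = median of neutral control wells and 100% = median of positive control wells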
Starred values were filed as active, the others as inactive; ? = inconclusive; / = no result given; [ ] = another dose, or the depositor's remark. The order is random; 3.9% or so of the library scored in one or more.

Second line of a record – PAX8 inh HTS, F508del corr, miR-122 sensor, GSIS activator, FN deposition inh, EWS-Fli inh, DENV2 CPE
- COc1ccc(C(=O)Nc2nnc(S(=O)(=O)N3CCOCC3)s2)cc1
    -7, -0.1, -5, 10, -6, /, -3
- O=[N+]([O-])c1ccc(/C=N/N2CCN(Cc3ccccc3)CC2)cc1
    2, 0.5, -6, -21, 0, -25, -1
- CCN(CC)S(=O)(=O)c1ccc2[nH]c(=O)cc(C(=O)Nc3cccc(C(C)=O)c3)c2c1
    10, -1.3, /, 13, 4, 16, 5
- O=C(N/N=C/c1ccccc1[N+](=O)[O-])c1cnccn1
    -10, 0.2, /, 0, -5, -21, -3
- O=C(CSc1nnc(C2CC2)n1C1CC1)c1ccc(F)c(F)c1
    -38, -1.3, 1, 4, 7, -26, -6
- Cn1cccc1C(=O)C(=O)Nc1ccc(F)c(F)c1
    -99, -0.1, 4, 3, -1, -126, -9
- COC(=O)[C@H]1C[C@@]2(O)CN(S(=O)(=O)c3ccc(C)cc3)C[C@@]2(OC(=O)NCc2ccc(OC)c(OC)c2)C[C@H]1C(=O)OC
    -6, -2.5, -4, 23, 12, -7, ?
- COCc1cc(N2CCN(C(=O)OC(C)(C)C)C[C@H]2C)ccc1N1CC[C@H](O)C1
    0, -1.9, /, /, -11, -6, 2
- COC(=O)c1ccc(NCc2cc(O)ccc2O)cc1O
    35, 0.1, 37, -9, 22, 57*, -5
- CCN(CC)S(=O)(=O)c1ccc(O)c(C(=O)OCC(=O)NC2CCCC2)c1
    -7, 1.5, /, -8, -2, 13, 6

The last 2 entries of the section before lead into the next.
Second line of a record – PAX8 inh HTS, F508del corr, miR-122 sensor, GSIS activator, FN deposition inh, EWS-Fli inh, DENV2 CPE
- COC(=O)c1ccc(NCc2cc(O)ccc2O)cc1O
    35, 0.1, 37, -9, 22, 57*, -5
- CCN(CC)S(=O)(=O)c1ccc(O)c(C(=O)OCC(=O)NC2CCCC2)c1
    -7, 1.5, /, -8, -2, 13, 6
- Cc1ccc(S(=O)(=O)N(C)C[C@@H]2Oc3ccc(NC(=O)C4CC4)cc3CC(=O)N([C@@H](C)CO)C[C@H]2C)cc1
    -8, 2.5, 39[16.7 µM], 10, /, 3, -6
- CC(=O)Nc1ncc(N=Nc2cccc(C(F)(F)F)c2)s1
    32, 0.6, 0, 5, -7, -74, -2
- O=C(Nc1cccc(Cl)c1N1CCOCC1)c1cccs1
    3, -1.7, -8, 20, -5, -4, -12
- CCOc1cc2[nH]c(=S)n(CCCN(CC)CC)c(=O)c2cc1OCC
    8, /, -15, /, 2, /, /
- COCC#Cc1cnc2c(c1)C(=O)N([C@@H](C)CO)C[C@H](C)[C@H](CN(C)C(=O)C1CCCCC1)O2
    -29, 1.6, 14[16.7 µM], 16, /, -16, 4
- CCn1cc(CN2CCC(Oc3ccc(C(=O)N4CCCCC4)cc3)CC2)cn1
    2, 0.1, -4, 25, -1, /, -1
- COc1ccc(Cc2nc3ccccc3n2C)cc1
    1, 0.2, /, 17, -8, -1, -3
- CCS(=O)(=O)Nc1ccc2c(c1)C(=O)N(C)[C@@H]1CC[C@@H](CC(=O)NCCOC)O[C@H]1CO2
    1, /, /, 3, 3, -2, 15
- C[C@@]12C(=O)N(CC3CCCO3)CC(=O)N1[C@H]1c3ccccc3OC[C@@H]1[C@@H]2c1ccccc1 (some centres undefined)
    16, -0.3, -4, 11, -2, 8, -8
- CCCC#Cc1cnc2c(c1)C(=O)N([C@@H](C)CO)C[C@H](C)[C@@H](CN(C)C(=O)c1cnccn1)O2
    /, -1.3, 2[16.7 µM], 14, -7, -10, 9
- Cc1cc(NS(=O)(=O)c2ccc(NC(=S)NC(=O)c3ccncc3)cc2)no1
    2, -0.6, /, 2, 0, 0, -1
- CC1CCCCN1C(=O)CSc1nnc(-c2ccccc2F)o1 (centres undefined)
    -112, -1.7, /, 14, 2, -85, ?
- COc1cccc(C#Cc2ccc([C@H]3[C@@H](CO)N4C(=O)CN(C(=O)c5ccccc5)C[C@@H]34)cc2)c1
    3, 2.9, /, -33, /, 4, -8
- COc1ccc(C(=O)NC(=S)NNC(=O)Cc2cccs2)cc1
    -2, /, -4, /, 17, /, /
- C[C@@H]1CN([C@@H](C)CO)C(=O)Cc2cc(NS(=O)(=O)c3ccc(Cl)cc3)ccc2O[C@H]1CN(C)S(=O)(=O)c1ccc(F)cc1
    -7, -1.3, 1[16.7 µM], 1, /, 12, -6
- CC(=O)NNc1ncnc2c1cnn2-c1ccc(C)cc1
    -51, -2.9, /, -8, /, -29, -12
- COc1cc(OC)cc(N2CCN(S(=O)(=O)c3ccc(-n4cnnn4)cc3)CC2)c1
    9, -1.2, -11, -3, -4, /, -4
- COc1ccc(C(=O)N2CCN(C(=O)C3COc4ccccc4O3)CC2)cc1OC (centres undefined)
    -9, 0.1, -12, 7, -2, 6, 20
- Cc1ccc(OCc2ccc(C(=O)NCC3CCCO3)cc2)cc1C (centres undefined)
    -79, -2.9, -10, -1, 11, -22, 5
- CCOC(=O)CN(C(=O)Cn1nnc(-c2ccc(OC)cc2)n1)C(C(=O)NC1CCCC1)c1ccc(F)cc1 (centres undefined)
    /, 0.5, -3, 8, /, 3, 4
- Cc1ccc(-c2nc(S(=O)(=O)c3ccc(C)cc3)c(SCC(N)=O)o2)cc1
    15, 0.5, 9, -2, 4, 1, 12
- Cc1ccc(S(=O)(=O)N2CCOCC2)cc1C(=O)NCC1CCCCC1
    -4, -5.0, -9, -7, 1, 1, 7
- COc1ccc(NC(=O)c2ccc3c(=O)n(CC4CCCO4)c(=S)[nH]c3c2)c(OC)c1 (centres undefined)
    -22, -1.9, -9, -1, 4, 0, -2
- COc1ccc(C2CC(=O)OC3=C2C(=O)CC(C)(C)C3)c(OC)c1 (centres undefined)
    6, 0.8, -2, -5, 2, -5, -2
- CN(C)S(=O)(=O)c1cccc(NC(=O)CSc2nc3c(cc2C#N)C(=O)CC(C)(C)C3)c1
    ?, /, /, 0, 4, 28, -5
- CN1C(=O)c2cccc3c(S(N)(=O)=O)ccc1c23
    16, 3.9, -5, -5, 6, 5, -1
- O=C(CSc1nnnn1C1CCCCC1)Nc1ccc(F)cc1
    8, -3.7, /, 13, 2, 5, /
- C[C@H]1CN=C(N(C)C)N1CCc1ccccc1
    -8, 1.7, -4, -2, 9, -12, /
- CCOC(=O)C1(Cc2ccc(Cl)cc2)CCN(CCCn2cccn2)CC1
    5, 1.0, 3, -32, /, -5, 2
- CC(C)c1ccc(/C=N/n2c(-c3ccccc3)n[nH]c2=S)cc1
    -4, 2.0, -1, -2, -7, 5, 4
- Nc1cc(-c2ccccc2)ccc1O
    -1, /, -3, /, 3, /, /
- CC(C)C(NC(=O)c1ccc(S(=O)(=O)N2CCOCC2)cc1)c1nc2ccccc2[nH]1 (centres undefined)
    -7, /, 19, /, 3, /, /
- O=C(c1ccc(Cl)c(S(=O)(=O)N2CCOCC2)c1)N1CCCCC1
    3, 2.7, /, 2, -4, 12, 2
- O=C(c1ccc(F)cc1)N(CC1CCC1)C[C@@H]1N[C@H](CO)[C@@H]1c1ccccc1
    10, 0.9, 33[16.7 µM], 2, -15, 4, 10
- COc1ccc(S(=O)(=O)N2CCCCC2)cc1NC(=O)c1cnc(C)cn1
    -6, -4.6, /, 0, 1, 0, -3
- COc1ccc(N2C(=O)C(CN3CCN(C)CC3)C2c2ccccc2)cc1 (centres undefined)
    -14, -0.9, /, 3, -3, -54, -4
- COc1ccc(/C=C/c2cc(-c3ccc(C)cc3)o[n+]2C)cc1
    /, /, -17, -25, -6, /, /
- CCCCCn1c(SCCOCC)nc2c1c(=O)[nH]c(=O)n2C
    3, 1.7, -5, /, 1, 5, -13
- O=C1c2ccccc2[C@@H]2C[C@@H](O)[C@H](Nc3cccc(C(F)(F)F)c3)CCN12
    -9, 0.4, /, -34, 9, 7, 12
- O=C(CCNC(=O)c1ccc([N+](=O)[O-])cc1)NCc1cccs1
    /, 1.3, -3, -10, -1, -3, -2
- CCCc1nc(Nc2nc3ccccc3o2)nc(C)c1C(=O)OCC
    -234, /, -1, /, 6, /, /
- CN1C(=O)c2cc(NC(=O)c3cccs3)ccc2OC[C@@H]2O[C@H](CC(=O)NCC(F)(F)F)CC[C@H]21
    -8, -1.0, -33[16.7 µM], 1, -4, 9, 7
- COc1ccc(NC(=O)Nc2ccc3c(c2)C(=O)N([C@H](C)CO)C[C@@H](C)[C@H](CN(C)S(=O)(=O)c2ccccc2)OCCCC[C@H](C)O3)cc1
    -1, 0.3, -7[16.7 µM], 9, -8, 5, 30*
- CC(=O)c1ccc(NC(=O)/C(=C\c2ccccc2)NC(=O)/C=C/c2ccccc2)cc1
    25, /, 2, -34, -3, /, /
- CCCC(=O)Nc1ccc(C(N)=O)cc1
    2, -2.3, -2, 11, -13, -5, 0
- O=C(COC(=O)c1ccc(F)c(S(=O)(=O)N2CCOCC2)c1)NCCc1ccc(F)cc1
    -2, 1.7, 2, -18, -9, 1, ?
- COc1ccc(CCNC(=O)COC(=O)COc2ccc(Cl)cc2)cc1OC
    7, /, /, 30, -2, -2, -3
- O=C(N[C@@H]1CC[C@H](CCn2cc(-c3ccccc3)nn2)O[C@H]1CO)c1ccccc1F
    5, 1.3, /, 5, 9, 24, -5
- COC(=O)[C@]1(CCS(=O)(=O)c2ccccc2)N=C(c2ccc(OCCCO)cc2)O[C@@H]1c1ccccc1CN=[N+]=[N-]
    95*, 0.9, /, /, /, 27, 7
- Cc1nc2c(OCC(=O)c3ccc(F)cc3)cccn2c1N(C)Cc1cccs1
    4, -0.9, 2, /, -8, -12, 18

Other records.
Second line of a record – PAX8 inh HTS, F508del corr, miR-122 sensor, GSIS activator, FN deposition inh, EWS-Fli inh, DENV2 CPE
- COc1ccccc1CNC(=O)C[C@@H]1CC[C@@H](NC(=O)CC2CC2)[C@H](CO)O1
    -15, -2.6, /, 1, -12, -4, -4
- CCc1cccc(C)c1NC(=O)CSc1nc(C)c(C)o1
    -4, -1.6, -7, 2, -7, /, 1
- Cc1cccnc1NC(=O)C1CCN(S(=O)(=O)c2ccc3ccccc3c2)CC1
    2, 0.7, 0, -6, -5, 3, -7
- CCCNC(=O)C[C@H]1CC[C@@H]2[C@@H](COc3ccc(NC(=O)c4cscn4)cc3C(=O)N2C)O1
    2, 1.6, -27[16.7 µM], -2, -6, 3, 4
- CSc1ncccc1C(=O)NCC12CC3CC(CC(C3)C1)C2
    12, -3.4, /, -12, -10, 6, -1
- CC(C)(C)n1nc2c(c1NC(=O)c1ccc(F)c(F)c1)CS(=O)(=O)C2
    5, -1.5, /, 0, -7, /, -7
- COCCC(=O)N1CCC(Oc2ccc(C(=O)NCc3csc(C)n3)cc2)CC1
    8, -0.5, 0, 9, 1, -2, -1
